Screens: PubChem BioAssay, several laboratories
KOR beta-arrestin-1: KOR agonists, beta-arrestin recruitment, primary screen, cell-based, luminescence, uHTS (AID 1777) | KOR beta-arrestin recruitment, luminescence; higher % means a stronger effect | one-dose activation, % at 10 µM; EC50 in µM for titrated hits | 0.02% of 280,000 active; in the data active = activation above about 50%, passing the limit was not always enough; also: a part of the inactive calls stands beside numbers as strong as those of hits
GPR55 antagonists: inhibition of LPI-stimulated GPR55 beta-arrestin translocation – imaging, U2OS, beta-arrestin-GFP, LPI agonist, primary screen (AID 2013). U2OS GPR55 beta-arrestin-GFP translocation imaging, LPI antagonism; higher % means a stronger effect. inhibition, % at 10 µM; hits with a dose series show IC50 in µM. 0.13% of 290,000 active;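 active = spots per cell inhibited over 60%, with over 100 cells counted and total cytoplasm intensity under 500,000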;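 also: U2OS cells stably carrying GPR55 and arrestin-GFP stimulated by 5 µM LPI near EC80; imaged beta-arrestin-GFP aggregate spots per cell after agonist stimulation; plate controls were LPI-stimulated DMSO wells for no effect and DMSO wells without LPI for full effect; some results filed as inactive read as strong as hits; confirmed hits need IC50 under 10 µM and bright autofluorescent wells are also inconclusive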
HIV peptide binding: cell-free HIV fusion peptide-binding blockers – biochemical, uHTS, fluorescence dequenching, primary screen (AID 1986) | cell-free peptide binding, fluorescence dequenching, 30 min; higher % means a stronger effect | 0.3% of 290,000 active | inhibition, % at 20 µM; hits with a dose series show IC50 in µM; in the data active = inhibition mostly above about 52%, no sharp cut-off; inactive = mostly below about 76%; also: some results filed as inactive read as strong as hits
KOR beta-arrestin-2: kappa opioid receptor blockers – cell-based, luminescence, uHTS (AID 1778); KOR beta-arrestin recruitment, luminescence, antagonist mode; higher % means a stronger effect; one-dose inhibition, % at 10 µM; IC50 in µM for titrated hits; 0.091% of 290,000 active; also: strong numbers were not always called active
NOD1 inhibition: inhibition of NOD1-driven NF-kB reporter – cell-based, luminescence, uHTS, primary screen (AID 1578); NOD1-driven NF-kB luciferase reporter cells, luminescence; higher % means a stronger effect; inhibition, % at 4 µM; hits with a dose series show EC50 in µM; 1% of 290,000 active; in the data active = inhibition mostly above about 36%, no sharp cut-off; inactive = mostly below about 34%;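 also: HEK-293T reporter cells stimulated with the NOD1 agonist gamma-tri-DAP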
GPR35 antagonists: inhibition of zaprinast-stimulated GPR35 beta-arrestin translocation – imaging, U2OS, beta-arrestin-GFP, zaprinast agonist, primary screen (AID 2058); one-dose inhibition, % at 10 µM; IC50 in µM for titrated hits; 0.052% of 290,000 active; U2OS GPR35 beta-arrestin-GFP translocation imaging, zaprinast antagonism; higher % means a stronger effect;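 active = inhibition of at least 50% with at least 30 cells and total cytoplasm GFP at most 10,000,000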
Myeloid diff MLP: promotes myeloid progenitor differentiation; calls only at 10 µM; ER-HoxA9 myeloid progenitors, lysozyme-GFP differentiation, flow cytometry; 1% of 360,000 active;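 active = normalized GFP-positive differentiation at or above the plate's own cutoff, the solvent-only control mean plus 3 SD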;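 also: cells exposed to compound for four days before flow analysis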
HEK293 NOD2/NF-kB: NOD2 signaling inhibitors, cell-based, luminescence, uHTS, HEK293 (AID 1566); HEK293 NOD2/NF-kB luciferase reporter, luminescence; higher % means a stronger effect; inhibition, % at 4 µM, or EC50 in µM where a hit was titrated; 0.63% of 290,000 active; also: many of its hits are not listed in these tables
GPR55 beta-arrestin: GPR55 agonists via beta-arrestin recruitment, primary screen, imaging, U2OS cells, beta-arrestin-GFP redistribution (AID 1961); U2OS GPR55 beta-arrestin-GFP redistribution imaging; higher % means a stronger effect; activation, % at 10 µM; hits with a dose series show EC50 in µM; 0.048% of 290,000 active;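 active = activation above 40% with more than 50 cells counted in the well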;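 also: U2OS osteosarcoma cells stably expressing GPR55 and beta-arrestin-GFP; plate controls were DMSO negative control for no effect and LPI positive control for full effect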
Myeloid diff MLP GFP+ MAC1+ %: recorded beside Myeloid diff MLP, whose call it bears; GFP+ MAC1+ double positive, %; measured here: differentiation confirmed by MAC1 staining
Numbers without * were called inactive; i = inactive; . = no result given; + = active, no number; [ ] = another dose, or the depositor's remark. Rule as the data show it, unless noted: active = inhibition above about 50%; inactive = the rest. Some of the compounds tested (hit frequency here may not be typical).

SMILES	KOR beta-arrestin-1	GPR55 antagonists	HIV peptide binding	KOR beta-arrestin-2	NOD1 inhibition	GPR35 antagonists	Myeloid diff MLP	Myeloid diff MLP GFP+ MAC1+ %	HEK293 NOD2/NF-kB	GPR55 beta-arrestin
CCOc1ccccc1NC(=O)C(OC(=O)c1ccc(O)cc1)c1ccccc1 (centres undefined)	5.8%	17%	2.2%	9%	-7%	17%	i	0.9	-6%	-0.4%
CC(C)OC(=O)c1cccnc1SCc1cc(=O)n2ccccc2n1	3.9%	1%	4.1%	-24%	-13%	7%	i	0.5	6%	-0.1%
CCOC(=O)c1ccc(Oc2c(C)oc3c(CN4CCN(C)CC4)c(O)ccc3c2=O)cc1	-3.8%	2%	-0.3%	15%	-7%	11%	i	1.1	20%	-0.1%
COc1ccc(C(=O)NCCC(=O)NCc2cc(=O)n(C)c(=O)n2C)cc1	-3.8%	8%	-0.5%	-17%	-16%	-2%	i	1.5	6%	-0.1%
CC1CCN(C(=O)CCNS(=O)(=O)c2ccc(Cl)cc2)CC1	2.6%	1%	1.4%	7%	-10%	-5%	i	1.1	-3%	-0.2%
CC(C)C[C@H](NC(=O)N1CC(=O)Nc2ccccc21)C(=O)N1CCC[C@H]1C(=O)O	-0.5%	11%	-0.2%	-35%[20 µM]	-34%	14%	i	3.4	-2%	-0.1%
FC(F)(F)c1cc(-c2ccco2)nc(N2CCOCC2)n1	2.8%	-7%	1.7%	-17%	-8%	-5%	i	1.2	6%	-0.1%
CCCCOC(=O)c1ccc(-c2ccc(/C=N/NC(=S)NCC)o2)cc1	.	0%	10%	-34%	-12%	10%	+	2.6*	-38%	-0.1%
CCOC(=O)c1ccc(NC(=S)N2CCN(C)CC2)cc1	-2.4%	-9%	0.2%	5%	-19%	2%	i	0.1	12%	-0.2%
CCOC(=O)c1cc(S(=O)(=O)NC2CCN(C(=O)OCC)CC2)cn1C	-0.8%	6%	93%	-6%	2%	-6%	i	0.8	9%	-0.1%
Cc1c(C)n(C)c2ccc(C(=O)NCCN3CCOCC3)cc12	3.0%	-12%	2.1%	-40%	0%	-9%	i	1.0	14%	0.2%
C/C(=C\C(=O)c1ccc(Br)cc1)NCc1ccc(C)cc1	0.6%	-14%	0.5%	0%	-12%	-2%	i	1.6	20%	-0.1%
CCOC(=O)C1CCN(C(=O)c2oc3ccc(S(=O)(=O)N4CC(C)CC(C)C4)cc3c2C)CC1 (centres undefined)	0.3%	23%	-0.9%	-32%	4%	1%	i	0.4	14%	0.1%
COc1ccc(Nc2nc(N)nc(CN3CCN(c4ccccn4)CC3)n2)cc1	7.1%	-6%	0.9%	-52%	-14%	4%	i	0.0	-5%	-0.1%
COCCn1c(SCC(=O)Nc2ccccc2)nnc1-c1ccoc1C	0.0%	-9%	-0.4%	12%	-10%	-1%	i	4.0	13%	0.6%

Ordered by molar mass (rising): some entries from above
SMILES	KOR beta-arrestin-1	GPR55 antagonists	HIV peptide binding	KOR beta-arrestin-2	NOD1 inhibition	GPR35 antagonists	Myeloid diff MLP	Myeloid diff MLP GFP+ MAC1+ %	HEK293 NOD2/NF-kB	GPR55 beta-arrestin
Cc1c(C)n(C)c2ccc(C(=O)NCCN3CCOCC3)cc12	3.0%	-12%	2.1%	-40%	0%	-9%	i	1.0	14%	0.2%
CC(C)OC(=O)c1cccnc1SCc1cc(=O)n2ccccc2n1	3.9%	1%	4.1%	-24%	-13%	7%	i	0.5	6%	-0.1%
COCCn1c(SCC(=O)Nc2ccccc2)nnc1-c1ccoc1C	0.0%	-9%	-0.4%	12%	-10%	-1%	i	4.0	13%	0.6%
CCCCOC(=O)c1ccc(-c2ccc(/C=N/NC(=S)NCC)o2)cc1	.	0%	10%	-34%	-12%	10%	+	2.6*	-38%	-0.1%
COc1ccc(C(=O)NCCC(=O)NCc2cc(=O)n(C)c(=O)n2C)cc1	-3.8%	8%	-0.5%	-17%	-16%	-2%	i	1.5	6%	-0.1%
CCOC(=O)c1cc(S(=O)(=O)NC2CCN(C(=O)OCC)CC2)cn1C	-0.8%	6%	93%	-6%	2%	-6%	i	0.8	9%	-0.1%
CCOc1ccccc1NC(=O)C(OC(=O)c1ccc(O)cc1)c1ccccc1 (centres undefined)	5.8%	17%	2.2%	9%	-7%	17%	i	0.9	-6%	-0.4%
COc1ccc(Nc2nc(N)nc(CN3CCN(c4ccccn4)CC3)n2)cc1	7.1%	-6%	0.9%	-52%	-14%	4%	i	0.0	-5%	-0.1%
CC(C)C[C@H](NC(=O)N1CC(=O)Nc2ccccc21)C(=O)N1CCC[C@H]1C(=O)O	-0.5%	11%	-0.2%	-35%[20 µM]	-34%	14%	i	3.4	-2%	-0.1%
CCOC(=O)c1ccc(Oc2c(C)oc3c(CN4CCN(C)CC4)c(O)ccc3c2=O)cc1	-3.8%	2%	-0.3%	15%	-7%	11%	i	1.1	20%	-0.1%

Next part
SMILES	KOR beta-arrestin-1	GPR55 antagonists	HIV peptide binding	KOR beta-arrestin-2	NOD1 inhibition	GPR35 antagonists	Myeloid diff MLP	Myeloid diff MLP GFP+ MAC1+ %	HEK293 NOD2/NF-kB	GPR55 beta-arrestin
COc1cc(/C=C2/C(=O)NN(c3ccc(F)cc3)C2=O)cc(Cl)c1O	3.4%	-14%	39%	-33%	12%	11%	i	0.6	-18%	0.0%
COc1ccc(C(O)P(=O)(OCC(C)C)c2ccc(N(C)C)cc2)c(OC)c1 (centres undefined)	-3.4%	2%	-0.8%	36%	-1%	5%	i	0.3	15%	0.0%
Cc1ccc(S(=O)(=O)NNC(=O)C2COc3ccccc3O2)cc1C (centres undefined)	-0.9%	11%	-3.6%	16%[20 µM]	-9%	1%	i	0.9	-2%	-0.1%
O=C(Oc1csc(=S)n1C(=O)c1ccccc1)c1ccccc1	4.6%	1%	4.7%	3%	2%	-6%	i	2.8	14%	-0.2%
COC(=O)/C=C1\SC(=NC(=O)c2ccc(C)cc2)NC1=O	-4.0%	2%	2.0%	11%	-14%	20%	i	0.2	-5%	0.2%
Cc1ccc(-c2csc(NC(=O)c3ccc(-c4ccccc4)cc3)n2)o1	-3.0%	-4%	6.9%	-34%	27%	-8%	i	2.8	19%	0.3%
COc1ccc(C2NS(=O)(=O)N=C2N)cc1 (centres undefined)	-2.2%	15%	1.1%	13%	-1%	-6%	i	0.1	13%	-0.3%
C=CCSc1nnc(COc2ccc(=O)n(-c3ccccc3)n2)n1CC	-0.3%	9%	2.3%	-2%	-41%	-3%	i	0.4	10%	0.5%
Cc1nc2ncnn2c(N2CCC(C(=O)NC3CCCC3)CC2)c1Cc1ccccc1	-2.5%	10%	-2.3%	25%	.	3%	i	3.9	2%	-0.1%
CC(C)c1ccc(/C=C2\CC/C(=C\C=N\N(C)C)C2=O)cc1	4.4%	2%	-3.5%	-8%	13%	8%	i	0.6	-31%	-0.2%
O=C(/C=C/c1ccco1)OCn1nnc2ccccc2c1=O	-3.9%	0%	6.4%	4%	-11%	-4%	i	0.3	-4%	-0.6%
Cc1ccc(C(=O)C(O)C(c2ccc(C)cc2)N2CCCCC2)cc1 (centres undefined)	-2.7%	16%	1.2%	9%[20 µM]	-18%	-30%	i	0.2	13%	0.2%
COc1ccc(C2=NOC(C(=O)N3CCCCCC3)C2)cc1OC (centres undefined)	-1.6%	30%	8.6%	13%	-12%	-6%	i	6.5	25%	0.0%
CCCCC(=O)Nc1cccc(-c2cn3ccsc3n2)c1	-6.1%	-3%	-2.3%	12%	-12%	-6%	i	0.9	11%	0.5%
CCOC(=O)c1nn(-c2ccccc2)c(C#N)c1N	-5.2%	0%	0.3%	-13%[20 µM]	-27%	17%	i	0.2	2%	-0.1%
COc1ccc(C(C)(C)C)cc1NC(=O)c1[nH]c(C)c(C(C)=O)c1C	1.8%	-4%	-0.8%	-28%	-21%	18%	i	1.0	11%	-0.2%
COc1cc(NC(=O)CSc2nc(C)c(C)c(C)n2)c(C)cc1[N+](=O)[O-]	-3.9%	10%	2.1%	-31%	-6%	-8%	i	0.3	8%	0.8%
COc1ccc(S(=O)(=O)N2CCN(C(c3ccccc3)c3ccccc3)CC2)cc1NC(C)=O	6.9%	-3%	-0.2%	-1%	-32%	-12%	i	0.9	6%	0.1%
Oc1ccc(Br)cc1Cn1nnc2ccccc21	-3.0%	96%	-0.3%	-26%[20 µM]	20%	-6%	i	0.6	10%	-0.3%
COC(=O)CCC(=O)N1CCCC(N2CCN(c3cccc(C(F)(F)F)c3)CC2)C1 (centres undefined)	-1.0%	3%	1.4%	0%	-76%	4%	i	0.4	7%	0.2%
CCSc1nc(C)cc(Oc2ccc(=O)n(C)n2)n1	-1.8%	-36%	0.1%	17%	-12%	2%	i	0.5	-9%	-0.2%
CC(C)C(CO)NC(=O)CC(=O)NC(CO)C(C)C (centres undefined)	0.4%	1%	3.1%	-6%	-7%	-5%	i	5.8	-2%	-0.1%
O=[N+]([O-])c1ccccc1S(=O)(=O)NC1CCCCCCC1	-0.5%	-4%	2.0%	-25%[20 µM]	26%	-1%	i	0.7	16%	-0.1%
O=C(NC1CCCCC1)c1cc(-c2ccccc2O)on1	0.1%	0%	0.6%	-35%	-56%	9%	i	2.4	-86%	0.3%
COc1ccc(COc2cc(-c3cccc(OC)c3)nc3ccc(N)cc23)cc1	0.0%	0%	14%	9%	-6%	-8%	.	.	-32%	-0.2%
COc1ccc(C(O)P(=O)(OCc2ccccc2)c2ccc(N(C)C)cc2)cc1 (centres undefined)	0.8%	4%	-1.9%	29%	4%	-2%	i	0.4	11%	-0.1%
COc1ccccc1NC(=O)CSc1nc2sc(C)c(C)c2c(=O)n1Cc1ccco1	-5.5%	2%	14%	-1%	-31%	12%	i	1.0	18%	0.0%
CCn1c(SCC(=O)N2CCCC(C)C2)nnc1-c1ccc(S(=O)(=O)N2CCN(C)CC2)cc1 (centres undefined)	-0.1%	-13%	0.2%	-36%	14%	8%	i	1.2	4%	0.6%
COc1ccc(OCC(=O)NNC(=O)c2cc3ccccc3o2)cc1	2.0%	-2%	0.9%	-4%	-18%	-14%	i	0.2	4%	-0.3%
CC(C)=C(NC(=O)c1ccccc1)C(=O)Nc1cccc(C(=O)O)c1	-3.6%	8%	0.8%	-2%[20 µM]	-23%	6%	i	0.4	-12%	0.3%
